# Bioassay records deposited in PubChem by several laboratories.
# NSD2 HMT inh = NSD2 histone methyltransferase inhibitors, primary screen, biochemical, AlphaScreen, single concentration, set 2 | Histone-lysine N-methyltransferase NSD2 (Homo sapiens), O96028 | NSD2 peptide methylation, 120 min | inhibition, % at 12.5 µM | actives 0.54% (n = 310,000) | AID 743445, 2014; in the data active means inhibition above about 50%
# DAGLB inh = DAGLB lipase inhibitors, primary screen, biochemical, fluorescence, HTS | AID 504411, 2011 | actives 0.059% (n = 340,000) | HEK293T DAGLB membrane lysate, EnzChek fluorogenic substrate | Diacylglycerol lipase-beta (Homo sapiens), Q8NCG7 | inhibition, % at 5.17 µM; in the data active means inhibition above about 34%;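 further: 0% = enzyme with vehicle and 100% = wells lacking enzyme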
# PvdQ acylase = P. aeruginosa PvdQ acylase inhibitors, primary screen, biochemical, fluorescence, plate reader and imaging, single point; PvdQ acylase [Pseudomonas aeruginosa LESB58]; purified PvdQ acylase; inhibition, % at 10 µM; actives 0.063% (n = 340,000); AID 488965, 2010; in the data active means inhibition above about 30%, passing the limit was not always enough;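 further: 0% = vehicle neutral wells and 100% = reference inhibitor wells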
# SR-BI HDL uptake = inhibitors of SR-BI mediated HDL lipid uptake, primary screen, ldlA[mSR-BI] cells, fluorescence, single point; Scavenger receptor class B member 1 (Mus musculus), Q61009; actives 0.96% (n = 320,000); ldlA[mSR-BI] CHO cells, DiI-HDL uptake fluorescence, 3 h; inhibition, % at 12.5 µM;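 active means mean replicate inhibition of at least 70% and a set share of replicates each scoring 70 or more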;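 further: 0% = median of neutral control wells and 100% = median of positive control wells; values of inactives mirror those of a sister screen read the other way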
# Target sequence (Q61009 whole entry, looked up): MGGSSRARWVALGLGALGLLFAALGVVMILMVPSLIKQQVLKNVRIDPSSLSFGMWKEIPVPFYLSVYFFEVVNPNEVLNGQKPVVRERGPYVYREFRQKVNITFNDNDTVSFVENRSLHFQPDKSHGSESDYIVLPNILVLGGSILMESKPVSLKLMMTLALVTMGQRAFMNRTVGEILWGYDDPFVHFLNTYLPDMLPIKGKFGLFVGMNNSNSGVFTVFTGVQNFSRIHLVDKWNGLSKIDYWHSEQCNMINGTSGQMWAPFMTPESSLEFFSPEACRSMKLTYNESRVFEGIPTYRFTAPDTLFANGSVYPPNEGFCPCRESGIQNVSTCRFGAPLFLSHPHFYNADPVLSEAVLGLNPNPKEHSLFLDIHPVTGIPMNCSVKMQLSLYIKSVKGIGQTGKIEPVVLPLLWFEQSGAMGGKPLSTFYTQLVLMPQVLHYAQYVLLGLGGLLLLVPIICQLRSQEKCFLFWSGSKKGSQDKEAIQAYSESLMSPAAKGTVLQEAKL
# Cardiac RTF inh = cardiac RTF calcium sensitivity inhibitors, primary screen, biochemical, IANBD-TnC fluorescence, EC70 calcium; Troponin I, cardiac muscle (Homo sapiens) + Troponin T, cardiac muscle (Homo sapiens) + …; IANBD-labeled cardiac RTF, Ca2+ fluorescence; inhibition, % at 7.15 µM; actives 0.12% (n = 340,000); AID 493244, 2011;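 active means inhibition above the mean inhibition of all tested compounds plus 3 SD, cut at about 17% in these data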;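 further: assay run at fixed EC70 calcium of 1.6 mM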
# Keap1 Nrf2 FP = Keap1-Nrf2 protein-protein interaction inhibitors, primary screen, biochemical, fluorescence polarization, single point | inhibition, % at 9.4 µM | Keap1 Kelch-Nrf2 peptide fluorescence polarization, 1536-well | Kelch-like ECH-associated protein 1 (Homo sapiens), Q14145 | actives 0.15% (n = 340,000) | AID 504523, 2011; in the data active means inhibition above about 12%;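 further: human Keap1 Kelch domain with fluorescein labeled Nrf2 9mer peptide probe; 0% = neutral control wells and 100% = peptide positive control; higher means more block of Keap1 binding to Nrf2 peptide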
# LANA DNA inh = inhibitors of KSHV C-LANA binding to DNA, primary screen, biochemical, fluorescence polarization, FAM-LBS DNA, MBP-C-LANA, single point; AID 504423, 2011; inhibition, % at 9 µM; Kaposi's sarcoma herpesvirus LANA C-terminal domain (residues 932-1162) DNA binding; actives 0.078% (n = 340,000);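 active means highest replicate inhibition at or above 60% at 9 µM, even if other replicates fall short; inactive means all replicates below 60% inhibition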;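 further: 0% = neutral control wells and 100% = 4 µM acridine orange control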
# Arr AP2 block = inhibitors of beta-arrestin/AP2 binding, primary screen, biochemical, GPCR trafficking, flow cytometry | beta-arrestin 1 C-terminal peptide binding to AP2 beta2-adaptin appendage (human) | FITC-arrestin peptide / GST-AP2 beads; AP2 beta2 appendage carries R879A mutation | inhibition, % at 10 µM | actives 0.31% (n = 340,000) | AID 504490, 2011;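 active means inhibition above a set limit, near 3 SD of compounds lacking own fluorescence, cut at about 54% in these data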;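 further: plate controls were DMSO wells for no effect and 5 µM unlabelled arrestin peptide for full effect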
#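 System: GST-AP2 R879A glutathione beads | Also added: FITC-arrestin peptide, 50 nM | Times: 12 min plus 1 h, RT | Signal: Bead flow cytometry, FITC channel | Buffer or medium: PBS with 0.05% Tween 20 and 0.1% BSA | Read-out basis: Percent drop in bead-associated FITC signal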
# PKA-R2B activ = activators of PKA-R2B holoenzyme, primary screen, biochemical, fluorescence polarization, Cy5-IP20, human; cAMP-dependent protein kinase catalytic subunit beta (Homo sapiens) + cAMP-dependent …; PKA-R2B holoenzyme dissociation; R2B truncated from residue 108, S112A mutant; 0% DMSO only, 100% 113 µM cGMP; activation, % at 11.4 µM; actives 0.079% (n = 340,000); AID 504700, 2011;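 active means activation above a cutoff set at the mean over all compounds plus 3 SD, cut at about 18% in these data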;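 further: higher means more holoenzyme dissociation and a rise in polarization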
# Target sequence (P31323 whole entry, looked up, other chains not shown, the tested form may be a part): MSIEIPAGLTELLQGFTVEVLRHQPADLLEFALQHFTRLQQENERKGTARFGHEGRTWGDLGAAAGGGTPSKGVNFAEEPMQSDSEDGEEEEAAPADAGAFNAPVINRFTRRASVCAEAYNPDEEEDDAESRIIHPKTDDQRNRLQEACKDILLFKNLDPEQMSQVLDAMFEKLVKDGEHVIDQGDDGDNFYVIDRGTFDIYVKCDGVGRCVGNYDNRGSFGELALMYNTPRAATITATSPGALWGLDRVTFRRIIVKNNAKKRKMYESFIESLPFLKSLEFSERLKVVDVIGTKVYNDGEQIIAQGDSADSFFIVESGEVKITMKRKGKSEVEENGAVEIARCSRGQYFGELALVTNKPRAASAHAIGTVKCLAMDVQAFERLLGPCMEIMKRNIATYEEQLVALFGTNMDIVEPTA
# SR-BI uptake up = activators of SR-BI mediated DiI-HDL uptake, primary screen, ldlA[mSR-BI] CHO cells, DiI fluorescence; 3 h; 100 = double the neutral-control signal; activation, % at 12.5 µM; actives 0.096% (n = 320,000); AID 504775, 2011;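 active means mean replicate activation of at least 60% and every replicate at or above 60%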;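 further: 0% = median plate neutral-control signal and 100% = twice that signal; values of inactives mirror those of a sister screen read the other way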
#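 Test system: SR-BI-overexpressing, LDLR-lacking CHO cells; Medium: Ham's F12 with 0.5% BSA, HEPES 25 mM, pH 7.4; Schedule: 3 h, 37 °C; Technique: bottom-read fluorescence, 550/595 nm.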
# * marks the source's active call; other numbers are inactive results; x = no result given.
SMILES,NSD2 HMT inh,DAGLB inh,PvdQ acylase,SR-BI HDL uptake,Cardiac RTF inh,Keap1 Nrf2 FP,LANA DNA inh,Arr AP2 block,PKA-R2B activ,SR-BI uptake up
CC1(OC(=O)CCc2ccccc2)C(=O)C=C2C=C(c3ccc(C#N)cc3)N(C(CO)CO)C=C2C1=O (stereo not drawn),x,0,-5,-7,-17,-3,0.4,20,-5,7
COc1ccc(NC(=O)c2ccc(NC(=O)CN(C)CC(=O)Nc3c(C)cccc3C)cc2)cc1,-4,-3,-12,x,-8,-8,-0.9,-4,10,x
Cc1c(C)c2ccc(O[C@@H]3O[C@H](CO)[C@H](O)[C@H](O)[C@H]3O)cc2oc1=O,-3,1,-17,x,5,-7,-1.0,-4,2,x
Cc1ccc(S(=O)(=O)N(C)C)cc1NC(=O)c1ccc(-n2cncn2)c([N+](=O)[O-])c1,6,-4,-17,0,-7,-3,0.3,-5,-2,0
COc1ccc(-n2c(SCC(=O)OC(C)C)nnc2-c2ccccn2)cc1,-1,0,-7,4,-10,2,0.4,-4,2,-4
O=C(Nc1cc(F)ccc1F)c1ccc(-n2cncn2)c([N+](=O)[O-])c1,-2,1,15,-20,-3,-3,0.6,-3,-2,20
COc1ccc(NC(=O)CSC2=NCCN2)cc1,11,-5,10,37,-5,-4,0.0,7,-1,-37
Cc1nc(N)nc(Nc2ccc(Cl)cc2)c1Br,-2,-3,15,12,7,1,0.0,12,0,-12
O=S(=O)(c1ccccc1)N1CCN=C1SCc1ccccc1Cl,-4,-3,-10,6,-17,0,-1.8,2,-2,-6
Cc1ccc(-c2nnnn2C2C/C(=N\NC(N)=S)C3OCC2O3)cc1 (stereo not drawn),x,0,-9,x,4,-3,1.1,16,-6,x
Cc1ccc(-c2oc3ccccc3c(=O)c2OCC(=O)O)cc1,-5,-2,-3,-14,-2,0,-0.4,-6,-1,14
CCNc1c(NC(=O)c2ccc3c(c2)OCO3)c(=O)oc2ccccc12,8,-1,3,-36,4,7,-1.0,22,10,36
COC(=O)[C@H](C)NC(=O)Nc1ccc(OC)c(OC)c1,-1,-1,-12,-14,-14,6,1.5,-3,6,14
Cn1c(=O)c2c(nc(OCc3ccccc3)n2C)n(C)c1=O,x,-2,-18,1,-6,-1,-0.7,3,-6,-4
COc1ccc(C(=O)Nc2ccccc2Cc2ccccc2)c(OC)c1,-3,-13,-8,49,12,-1,-1.1,-4,-5,-49
COC(=O)C1=C(C)NC(=O)NC1c1ccc([N+](=O)[O-])o1 (stereo not drawn),x,0,-3,-12,-1,-1,0.3,5,7,12
Cc1ccc(C)c(NC(=O)CN(C)C(C)C(=O)N2CCCC2)c1 (stereo not drawn),-2,2,12,2,1,-5,-2.9,2,1,-2
O=Cc1[nH]c2ccccc2c1N(C(=O)CCl)c1ccc([N+](=O)[O-])cc1,16,8,-15,-3,5,4,1.1,5,-2,3
COc1ccc(C(C(=O)NC2CCCCC2)N(C(=O)c2snc(C(N)=O)c2N)c2ccccc2OC)cc1 (stereo not drawn),-3,-4,-12,-14,-17,0,1.0,-9,1,14
O=C(N/N=C/c1ccco1)c1cc(-c2ccc(Cl)cc2)n[nH]1,0,-2,-11,-10,-6,4,-1.7,-24,-13,10
O=C(NCCCN1CCN(CCCNC(=O)c2cc([N+](=O)[O-])ccc2Cl)CC1)c1cc([N+](=O)[O-])ccc1Cl,-2,-1,-10,19,-21,-4,-0.2,1,11,-19
CCOC(=O)C1=C(C)N=C2SCCC(=O)N2C1c1cc(Br)ccc1OC (stereo not drawn),2,-1,-6,-32,-8,-1,0.7,-18,-2,32
COCCn1nnnc1C(c1cccs1)N1CCN(c2ccccc2)CC1 (stereo not drawn),0,-1,-9,83*,-3,-4,0.5,7,-1,-83
Fc1cccc(CN2CCN(Cc3nc(-c4cnccn4)no3)CC2)c1,-1,0,-13,-18,0,3,-1.1,9,4,18
CCN1C[C@@H]2[C@@H]3C(=O)N(Cc4ccccc4)C(=O)[C@@H]3[C@](Cc3ccccc3)(C1=O)N2C(=O)c1ccccc1,x,1,-11,-10,-9,-2,2.6,-2,5,10
CCOC(=O)Cc1csc(SCC(=O)NC2CCS(=O)(=O)C2)n1 (stereo not drawn),-6,-1,-15,-16,-9,-8,-1.1,2,9,16
O=C(NCc1ccccn1)Nc1ccc(F)cc1,-2,0,-7,-32,1,0,0.2,7,0,32
COC(=O)c1cc2ccsc2n1CC(=O)NCC1CCCO1 (stereo not drawn),x,1,3,-21,-3,2,-0.3,-2,-2,21
CN(C(=S)Nc1ccccc1F)C1(c2ccccc2Cl)CCCCC1=O (stereo not drawn),-1,1,-7,8,3,-2,-0.4,0,0,-8
Cc1cc(C)cc(N(CC(=O)Nc2cccc(C)n2)S(=O)(=O)c2c(C)noc2C)c1,x,-6,-5,-4,-3,3,-0.9,11,-8,4
Cc1cccc(N(CC(=O)NCc2ccco2)C(=O)CCC(=O)Nc2ccccn2)c1,2,0,-1,-36,-1,-3,-1.9,4,-9,36
Cc1cc(C(=O)Nc2ccc(Br)cc2F)n(-c2ccccc2)n1,-1,-4,-5,36,-11,-2,-1.5,-3,2,-36
CN(C)CCOC(=O)C12CC3CC(CC(C3)C1)C2,7,2,-18,-12,-1,-6,0.0,-8,7,12
COc1ccc(CCC(=O)N2CCCC(Nc3ccc(OC)cc3)C2)cc1 (stereo not drawn),14,-2,-4,-4,-8,-8,-2.0,18,-13,4
Cc1ccc(CN2CCN(Cc3c[nH]c4ccccc34)CC2CCO)o1 (stereo not drawn),-1,0,-8,-23,-4,3,-0.8,12,2,23
CSc1ccc(/C=C/C(=O)c2ccc(NC(=O)C(C)C)cc2)cc1,-4,-3,9,3,1,-2,-0.3,6,-5,-3
COc1ccc(CNC(=O)C2=CC(c3ccc(OC)c(OC)c3)=NS(=O)(=O)N2C)cc1,x,-2,-10,-12,4,0,1.0,-7,-8,12
O=C(CCCOc1ccc(Br)cc1)NNC(=O)c1ccncc1,0,0,4,-23,-12,-1,-0.9,42,10,23
Cc1cc(Cl)ccc1OCC(=O)N(Cc1cccs1)C1CCS(=O)(=O)C1 (stereo not drawn),2,-7,8,-5,-15,-5,-2.5,7,4,5
CC1CCc2sc(C(=O)NN)cc2C1 (stereo not drawn),-1,-11,-10,34,3,0,0.4,-6,3,-34

# A section of the results above:
SMILES,NSD2 HMT inh,DAGLB inh,PvdQ acylase,SR-BI HDL uptake,Cardiac RTF inh,Keap1 Nrf2 FP,LANA DNA inh,Arr AP2 block,PKA-R2B activ,SR-BI uptake up
Cc1cc(C)cc(N(CC(=O)Nc2cccc(C)n2)S(=O)(=O)c2c(C)noc2C)c1,x,-6,-5,-4,-3,3,-0.9,11,-8,4
Cc1cccc(N(CC(=O)NCc2ccco2)C(=O)CCC(=O)Nc2ccccn2)c1,2,0,-1,-36,-1,-3,-1.9,4,-9,36
Cc1cc(C(=O)Nc2ccc(Br)cc2F)n(-c2ccccc2)n1,-1,-4,-5,36,-11,-2,-1.5,-3,2,-36
CN(C)CCOC(=O)C12CC3CC(CC(C3)C1)C2,7,2,-18,-12,-1,-6,0.0,-8,7,12
COc1ccc(CCC(=O)N2CCCC(Nc3ccc(OC)cc3)C2)cc1 (stereo not drawn),14,-2,-4,-4,-8,-8,-2.0,18,-13,4
Cc1ccc(CN2CCN(Cc3c[nH]c4ccccc34)CC2CCO)o1 (stereo not drawn),-1,0,-8,-23,-4,3,-0.8,12,2,23
CSc1ccc(/C=C/C(=O)c2ccc(NC(=O)C(C)C)cc2)cc1,-4,-3,9,3,1,-2,-0.3,6,-5,-3
COc1ccc(CNC(=O)C2=CC(c3ccc(OC)c(OC)c3)=NS(=O)(=O)N2C)cc1,x,-2,-10,-12,4,0,1.0,-7,-8,12
O=C(CCCOc1ccc(Br)cc1)NNC(=O)c1ccncc1,0,0,4,-23,-12,-1,-0.9,42,10,23
Cc1cc(Cl)ccc1OCC(=O)N(Cc1cccs1)C1CCS(=O)(=O)C1 (stereo not drawn),2,-7,8,-5,-15,-5,-2.5,7,4,5
CC1CCc2sc(C(=O)NN)cc2C1 (stereo not drawn),-1,-11,-10,34,3,0,0.4,-6,3,-34

# Remaining list, next part
SMILES,NSD2 HMT inh,DAGLB inh,PvdQ acylase,SR-BI HDL uptake,Cardiac RTF inh,Keap1 Nrf2 FP,LANA DNA inh,Arr AP2 block,PKA-R2B activ,SR-BI uptake up
O=C(NCCc1ccccc1)c1ccc(NC(=O)c2cccnc2)cc1,-1,-6,-14,-3,-4,-6,1.1,-1,1,3
O=C(Nc1ccncc1)C1CCN(S(=O)(=O)c2ccc(Cl)cc2)CC1,-1,-1,-3,2,-4,0,-0.9,-10,-1,-2
O=C(CCN1C(=O)COc2ccccc21)NCCN1CCN(c2ccccc2F)CC1,x,2,-10,34,-14,-5,-0.5,4,5,-34
COc1ccc2c(c1)OC[C@H]1[C@H]2N2C(=O)c3cc(F)ccc3NC(=O)[C@@]2(C)[C@H]1c1ccccc1,x,-2,-21,56,-7,-3,2.2,-13,2,-56
Cn1cc(CN2C[C@H]3CC[C@H]2C3)c(-c2ccccc2F)n1,1,0,-11,-43,-5,0,-0.5,0,-3,43
CN(C)S(=O)(=O)c1cc(NC(=O)CSc2ncc(C(F)(F)F)cc2Cl)ccc1Cl,-1,-12,-5,22,1,2,1.5,-9,-5,-22
COc1ccc(/C=C2\Oc3cc(OCC(=O)N4CCC(C(=O)O)CC4)ccc3C2=O)c(OC)c1OC,x,-2,-9,0,1,1,-0.1,5,2,0
COC(=O)C1CN(C(=O)COc2ccccc2)c2ccccc2O1 (stereo not drawn),-1,3,-15,1,-4,-3,-1.7,-12,-4,-1
